GPR151 activ: activators of human GPR151, primary screen, cell-based, PathHunter beta-arrestin, luminescence | 650,000 compounds, 1% hits | activation, % at 11.2 µM | PathHunter beta-arrestin GPR151 cells | G-protein coupled receptor 151 (Homo sapiens), Q8TDV0 | AID 1508602, 2020; in the data active = activation above about 4.9%;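 note: 0% = median of compound wells and 100% = cells with positive control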
Target sequence (Q8TDV0 whole entry, looked up): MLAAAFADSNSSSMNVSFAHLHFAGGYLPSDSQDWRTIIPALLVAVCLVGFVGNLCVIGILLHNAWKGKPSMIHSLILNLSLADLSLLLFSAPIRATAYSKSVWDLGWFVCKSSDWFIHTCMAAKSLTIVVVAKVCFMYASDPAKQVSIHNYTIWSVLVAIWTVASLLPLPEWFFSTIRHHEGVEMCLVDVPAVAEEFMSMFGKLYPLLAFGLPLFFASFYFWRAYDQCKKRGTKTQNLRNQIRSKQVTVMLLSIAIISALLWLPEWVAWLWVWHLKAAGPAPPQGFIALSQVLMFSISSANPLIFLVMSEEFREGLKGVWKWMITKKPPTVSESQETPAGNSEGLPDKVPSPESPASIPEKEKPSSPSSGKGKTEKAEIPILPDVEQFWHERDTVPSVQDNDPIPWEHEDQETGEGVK
MITF primary: MITF inhibitors, primary screen, biochemical, AlphaScreen, human; inhibition, % at 2.6 µM; Microphthalmia-associated transcription factor (Homo sapiens), O75030; 650,000 compounds, 0.91% hits; AlphaScreen MITF homodimerization, bead proximity signal; in the data active = inhibition above about 50%;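 note: 0% = vehicle wells with protein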
Target sequence (O75030 whole entry, looked up): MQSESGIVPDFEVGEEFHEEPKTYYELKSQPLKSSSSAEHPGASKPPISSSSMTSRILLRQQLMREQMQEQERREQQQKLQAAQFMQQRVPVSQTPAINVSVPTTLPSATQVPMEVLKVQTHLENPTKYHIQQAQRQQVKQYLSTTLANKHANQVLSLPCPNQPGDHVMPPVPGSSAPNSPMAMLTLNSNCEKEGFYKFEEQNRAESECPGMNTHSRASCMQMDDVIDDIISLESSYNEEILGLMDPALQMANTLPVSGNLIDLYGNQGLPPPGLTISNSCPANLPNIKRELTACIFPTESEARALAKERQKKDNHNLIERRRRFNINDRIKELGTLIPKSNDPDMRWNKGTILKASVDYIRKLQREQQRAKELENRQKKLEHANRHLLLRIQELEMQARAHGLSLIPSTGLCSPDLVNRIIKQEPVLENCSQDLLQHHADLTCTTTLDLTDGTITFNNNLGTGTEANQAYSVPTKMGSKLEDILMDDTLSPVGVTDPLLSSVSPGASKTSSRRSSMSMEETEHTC
TEAD-YAP block: TEAD-YAP interaction inhibition, primary screen, TEAD-YAP interaction inhibitor project, luminescence, HEK-TIYL cells. TEAD-Gal4/YAP UAS-luciferase luminescence. inhibition, % at 9.12 µM. 640,000 compounds, 1.4% hits. AID 1259422, 2018; in the data active = inhibition above about 32%;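 note: 0% = median of test compound wells and 100% = reference inhibitor wells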
FBW7 act: FBW7 E3 ligase activators, primary screen, biochemical, AlphaScreen, human; AlphaScreen FBW7–phospho-cyclin E peptide binding, activator screen; normalized activity (activation), % at 26.1 µM; 650,000 compounds, 0.13% hits; in the data active = normalized activity above about 1.9%;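 note: purified mutant Fbw7 with reduced substrate affinity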
Starred values were filed as active, the others as inactive. Outcome played no part in choosing rows; about 3.5% have a hit in one of these screens.

SMILES	GPR151 activ	MITF primary	TEAD-YAP block	FBW7 act
CCOc1ccc(NC(=O)CN(c2ccccc2OCC)S(=O)(=O)c2ccccc2)cc1	0.4	3	9	-0.1
Cc1ccc(CN[C@H]2C[C@H]3C(=O)N[C@@H](Cc4ccc(Cl)cc4)C(=O)N3C2)cc1F	-0.1	-6	-22	0.0
CCOc1ccccc1/C=C1/N=C(c2cccc3ccccc23)OC1=O	1.8	6	3	-0.1
S=C(Nc1ccc(Cl)cc1)NN1CCOCC1	-1.1	0	7	0.0
Cc1cccc(N=C2NC(=O)/C(=C/c3ccc(Cl)cc3)S2)c1C	-0.9	15	-5	-0.1
COc1cc(/C=N/N=C(N)N)ccc1O	-0.1	-10	1	-0.2
COc1ccc(N2CCN(CCN3CCCCC3)CC2)cc1	-0.8	82*	7	0.7
N=P(N1CCOCC1)(N1CCOCC1)C12CC3CC(CC(C3)C1)C2	0.8	0	-11	0.1
O=C(NCc1ccco1)C(=O)Nc1ccc([N+](=O)[O-])cc1	-0.7	3	-6	-0.1
Cc1ccc(S(=O)(=O)N2CC(O)CC2C(=O)Nc2ccc3c(c2)CCC3)cc1 (stereo unspecified)	0.0	8	8	-0.1
CCOC(=O)c1nnn(-c2nonc2N)c1Cn1nnc2ccccc21	1.9	-4	2	0.0
CC(C)c1nnc(NC(=O)C2CCCN(c3nc4ccccc4s3)C2)s1 (stereo unspecified)	-0.4	5	-9	0.1
CCOC(=O)c1ccccc1NC(=O)c1sc2ncn(CC(=O)Nc3ccc(C)c(Cl)c3)c(=O)c2c1C	-0.3	-2	4	0.1
COc1ccc(C2CC(C(F)(F)F)n3nc(C(=O)Nc4cccc(Cl)c4Cl)c(Cl)c3N2)cc1 (stereo unspecified)	1.8	-3	-3	0.1
CCCn1cnc2sc(C(=O)NCCN(C)C)c(C)c2c1=O	1.3	4	16	-0.2
FC(F)(F)c1ccc(-c2noc(C(c3ccccc3)C3CCCC3)n2)cc1 (stereo unspecified)	-0.3	-10	-4	0.0
O=C1NC(N2CCOCC2)(C(F)(F)F)C(=O)N1c1ccc(F)cc1 (stereo unspecified)	-1.1	-5	-2	0.3
CCOC(=O)c1[nH]c2c(c1C)C(Cl)=C(/C=N\NC(=O)c1ccncc1)CC2	0.5	-11	-8	0.1
Cc1cc([N+](=O)[O-])nn1CC(=O)Nc1ccc(Br)cn1	1.5	4	15	-0.1
Cc1c(C(=O)NC2(c3ccc(F)cc3)CCCC2)cnn1C	1.7	12	-1	-0.2
COc1ccc(NC(=O)CN2CCN(c3cccc(Cl)c3)CC2)cc1	0.2	16	3	0.1
COc1ccc(CCNC(=O)CSc2nc3n[nH]c(C)c3c(=N)n2-c2cccc(Cl)c2C)cc1OC	-0.2	14	10	0.0
COCCn1nnnc1C(c1ccccc1OC)N1CCC(C(N)=O)CC1 (stereo unspecified)	2.0	2	7	0.0
CCOC(=O)C(=Cc1cccc([N+](=O)[O-])c1)C(=O)OCC	0.0	2	6	-0.2
Cc1ccc(C2=NNC(c3ccncc3)S2)cc1 (stereo unspecified)	-0.6	8	-12	-0.3
CC(Oc1ccccc1)C(=O)NCc1nc(-c2ccc(Cl)cc2)no1 (stereo unspecified)	-0.1	2	-1	-0.1
O=C1c2ccccc2C(=O)N1CCCc1nc2ccccc2[nH]1	-0.6	2	1	0.1
CCCC1CCC(C(=O)Nc2cc3cc(Br)ccc3oc2=O)CC1 (stereo unspecified)	2.6	2	8	0.1
Cc1ccc(-n2nc(CN3CCOCC3)c(-c3ccccc3)c2N)c(C)c1	-0.1	-2	0	0.0
Cc1nc(N2CCN(C(=O)/C=C/c3ccccc3)CC2)cc(-n2cccn2)n1	-0.5	-2	-6	0.0
COc1cccc(C(=O)NNC(=O)c2ccccc2Cl)c1	1.9	-1	-2	0.0
N#C/C(=C\c1c[nH]c2ccccc12)C(=O)Nc1cccc([N+](=O)[O-])c1	1.5	11	2	0.2
O=S(=O)(c1ccccc1)n1nc(-c2cccnc2)nc1NCc1ccccc1	1.9	7	-10	-0.1
O=C1SC(c2ccccc2)=C/C1=C\N1CCCCC1	0.4	2	0	0.1
NS(=O)(=O)c1ccc(NC(=O)CNS(=O)(=O)c2ccc(F)cc2)cc1	0.4	-2	0	0.2
Nn1c(SCC(=O)NC2CCCCC2)nnc1C1CC1	-0.4	-19	7	0.2
COc1ccc(N2C(=O)CC(NCCCc3ccccc3)C2=O)cc1 (stereo unspecified)	-0.5	15	-8	1.5
CCN(CC)C1=NC(=O)/C(=C\c2ccc(F)cc2)S1	0.2	-10	-6	-0.1
CCOC(=O)c1ccc2c(c1)sc1nc(-c3cc4cc(OC)ccc4oc3=O)cn12	-1.4	5	8	1.0
CCC1=NN2C(=N)/C(=C/c3cc(I)c(OCCOc4cc(C)cc(CC)c4)c(OC)c3)C(=O)N=C2S1	0.1	7	-22	0.1
NS(=O)(=O)c1ccc(CCNC(=O)c2ccc3c(=O)n(Cc4ccco4)c(=S)[nH]c3c2)cc1	0.3	4	12	-0.2
CC(C)C(CC(=O)O)NCc1ccc(F)cc1 (stereo unspecified)	-1.7	20	1	-0.1
COc1ccc(CNC(=S)N2CCN(Cc3ccccc3)CC2)cc1	0.1	19	2	-0.1
CCN(Cc1ccccc1)C(=O)CCNS(=O)(=O)c1ccc2[nH]c(=O)ccc2c1	1.2	4	3	-0.2
CCOC(=O)c1c(NC(=O)c2nc(S(C)(=O)=O)ncc2Cl)sc2c1CCC2	-0.2	3	3	0.0
Cc1sc2nc(C(C)C)n3c(=O)n(CC(N)=O)nc3c2c1C	-0.6	8	8	0.8
O=C(NCc1ccccc1)c1noc2c1CCc1ccccc1-2	-0.9	12	-18	0.5
CCN1C(=O)/C(=C(/C#N)C(=O)C(C)(C)C)c2ccccc21	-1.2	12	-6	-0.1
Cc1ccc(SCCC(=O)NC2CCCC2)cc1	1.2	-7	-4	0.0
O=C(O)c1ccc(N2C(=O)Cn3c(cc4sccc43)C2=O)cc1	0.7	26	2	0.0
The list goes on.
SMILES	GPR151 activ	MITF primary	TEAD-YAP block	FBW7 act
Cc1nc2sc(C(c3ccc(C(C)C)cc3)N3CCN(CCO)CC3)c(O)n2n1 (stereo unspecified)	1.9	-2	-4	-0.1
O=C1c2ccccc2-c2onc3c(N4CCCC4)cc(Nc4ccccc4)c1c23	-1.3	7	-3	-0.2
CN(C)CCNc1nc(-c2ccc([N+](=O)[O-])cc2)nc2ccccc12	-1.1	5	21	-0.2
COc1cc(OC)cc(C(=O)N/N=C(\C)CC(=O)Nc2ccccc2C(F)(F)F)c1	-1.6	-2	49*	-0.2
C=C(C)CSc1nc2sc3c(c2c(=O)n1Cc1ccccc1)CCCCC3	2.1	7	-2	-0.1
CCOc1cccc(C(=O)Nc2nnc(SCc3ccc(Cl)cc3Cl)s2)c1	0.3	-3	-2	-0.1
CCOC(=O)c1sc2nc(SCc3cc(F)cc4c3OCOC4)n(CCc3ccccc3)c(=O)c2c1C	-0.2	-2	-6	-0.1
CC(N)C1COc2ccccc2O1 (stereo unspecified)	1.1	2	-4	0.0
CN1CCN(C(CNC(=O)NCc2ccccc2)c2ccc3c(c2)CCCN3C)CC1 (stereo unspecified)	0.7	-6	5	-0.1
CC(C)C(=O)Nc1ccc(NC(=O)C2CCCCC2)nc1	1.2	17	-57	0.4

Ordered by count of non-hydrogen atoms (high to low): some entries from above.
SMILES	GPR151 activ	MITF primary	TEAD-YAP block	FBW7 act
CCOC(=O)c1sc2nc(SCc3cc(F)cc4c3OCOC4)n(CCc3ccccc3)c(=O)c2c1C	-0.2	-2	-6	-0.1
CN1CCN(C(CNC(=O)NCc2ccccc2)c2ccc3c(c2)CCCN3C)CC1 (stereo unspecified)	0.7	-6	5	-0.1
COc1cc(OC)cc(C(=O)N/N=C(\C)CC(=O)Nc2ccccc2C(F)(F)F)c1	-1.6	-2	49*	-0.2
C=C(C)CSc1nc2sc3c(c2c(=O)n1Cc1ccccc1)CCCCC3	2.1	7	-2	-0.1
CC(C)C(=O)Nc1ccc(NC(=O)C2CCCCC2)nc1	1.2	17	-57	0.4
CC(N)C1COc2ccccc2O1 (stereo unspecified)	1.1	2	-4	0.0

(list continues)
SMILES	GPR151 activ	MITF primary	TEAD-YAP block	FBW7 act
C=CCn1c2ccccc2n2cc(-c3ccc(OC)cc3)nc12	-0.7	4	-9	-0.1
O=C1c2cccnc2C(=O)N1CCc1ccc(S(=O)(=O)Nc2cccc(F)c2)cc1	0.1	2	-1	-0.1
NC(=O)c1ccc(-n2nnc3ccccc32)c([N+](=O)[O-])c1	1.2	-8	5	-0.2
CC(=O)Oc1ccc(/C=C(\NC(=O)c2ccco2)C(=O)Nc2ccc3ccccc3c2)cc1	0.2	7	-5	-0.1
CCOc1cc(C=O)cc(Cl)c1O	0.1	0	1	-0.2
CCc1ccccc1NC(=O)CN(CCc1ccccc1)S(=O)(=O)c1ccc(OC)c(OC)c1	0.6	7	2	0.2
COc1cccc(C2=CC(c3cccc(OC)c3OC(F)F)n3nnnc3N2)c1 (stereo unspecified)	1.4	17	-8	0.1
CCn1cnc2cc(NC(=O)c3cccc(-n4cc(NC(=O)C5CCc6ccccc65)cn4)c3)ccc21 (stereo unspecified)	0.7	0	9	0.0
CCc1noc(C)c1C(=O)Nc1nnc(-c2ccc(OC)cc2)s1	0.2	-9	-2	-0.2
CC(C)(C)c1ccc(C2/C(=C(/O)c3ccccc3)C(=O)C(=O)N2c2ccc(OCC(=O)O)cc2)cc1 (stereo unspecified)	-0.8	8	3	0.2
CCOC(=O)C1=C(C)NC(=S)NC1c1ccccc1OCC(=O)Nc1ccc(C)cc1 (stereo unspecified)	1.0	2	36*	0.0
CCC(=O)Nc1cnc(NC(=O)C2CCCCC2)cc1C	0.8	-1	-18	0.0
COc1ccc(/C=C/C(=O)NC(=S)NNC(=O)c2cccs2)cc1	-0.8	5	-39	-0.2
C=CCn1cnc2c(nnn2-c2ccc(C)c(Cl)c2)c1=O	3.2	2	-5	0.1
CN(Cc1ccccc1)S(=O)(=O)c1cc(C(=O)Nc2cccc(Cl)c2)ccc1F	-0.2	13	15	0.7
Cc1cc([N+](=O)[O-])ccc1NC(=O)c1cncc(Br)c1	0.7	14	3	-0.1
COc1cccc(NC(=O)CSc2nnc(-c3ccncc3)n2-c2ccccc2OC)c1	-1.5	17	9	0.2
COc1cc(C(=O)Nc2cc(C)ccc2C(=O)O)cc(OC)c1OC	1.7	16	3	0.5
C=CCCC(=O)N1CCCC(C(=O)Nc2cccc(-c3ccc(F)cc3)c2)C1 (stereo unspecified)	-0.2	-18	-4	0.0
CC(C)(C)ONC(=O)c1cnc2sc3ccccc3n2c1=O	-1.1	18	-10	1.6

Single records (already shown). Order of screens: GPR151 activ, MITF primary, TEAD-YAP block, FBW7 act
CC(C)(C)ONC(=O)c1cnc2sc3ccccc3n2c1=O reads -1.1, 18, -10, 1.6
CCC(=O)Nc1cnc(NC(=O)C2CCCCC2)cc1C reads 0.8, -1, -18, 0.0
CN(Cc1ccccc1)S(=O)(=O)c1cc(C(=O)Nc2cccc(Cl)c2)ccc1F reads -0.2, 13, 15, 0.7
C=CCn1cnc2c(nnn2-c2ccc(C)c(Cl)c2)c1=O reads 3.2, 2, -5, 0.1
COc1cccc(NC(=O)CSc2nnc(-c3ccncc3)n2-c2ccccc2OC)c1 reads -1.5, 17, 9, 0.2

Further compounds
SMILES	GPR151 activ	MITF primary	TEAD-YAP block	FBW7 act
CN(C1(C)CCS(=O)(=O)C1)S(=O)(=O)c1cccc([N+](=O)[O-])c1 (stereo unspecified)	0.1	-5	-8	0.0
COc1ccccc1N1CCN(C(=O)CN(c2ccc(C)cc2)S(=O)(=O)c2ccccc2)CC1	-0.2	0	-14	-0.1
COC(=O)/C(=C/c1c[nH]c2ccccc12)NC(C)=O	-0.6	13	17	0.8
O=C(Nc1ccccc1)N(CCN1CCCC1)Cc1cc2cc3c(cc2[nH]c1=O)OCCO3	2.8	19	7	-0.5
COc1ccc(C2Nc3ccccc3NC3=C2C(=O)CC(c2ccc(OC)c(OC)c2)C3)cc1 (stereo unspecified)	-0.5	0	1	0.1
Cc1ccc(S(=O)(=O)N2CCCC2C(=O)OCc2ccccc2)cc1 (stereo unspecified)	0.0	2	5	0.1
O=C(CCn1c(=O)sc2ccccc21)n1c(=O)oc2ccccc21	-1.4	7	-5	-0.1
C=CCNC(=O)C(=O)Nc1cc(C)ccc1OC	-0.5	12	3	0.2
O=c1nc(/C=C\c2ccc(-c3cccc(C(F)(F)F)c3)o2)cc(C(F)(F)F)[nH]1	-1.7	-28	25	0.2
Cc1ccc(O)c(NC(=S)NC(=O)C(C)C)c1	-1.6	-1	-7	-0.1
O=C(CN1C(=O)C(c2ccccc2)=NC12CCCCC2)Nc1ccc2c(c1)OCCO2	1.5	3	-2	-0.3
CCOc1ccc2[nH]c(=O)c(CN(C(=O)c3cnccn3)C3CCCCC3)cc2c1	-0.9	6	-18	0.1
Cc1cc(NCCOc2ccccc2)nc(Nc2ccncn2)n1	-3.2	18	-22	0.1
C=CCN1C(=O)CSC1=Nc1cccc(O)c1	0.9	-7	4	-0.3
Cc1nc2ccccc2c(=O)n1/N=C/c1ccccc1Cl	0.8	-6	-18	0.0
COc1cccc(C2NC(=S)NC(C)=C2C(=O)Nc2ccc(F)c(F)c2)c1 (stereo unspecified)	-1.2	0	3	-0.1
CCOC(=O)N1CCN(c2cc(C)c3c(OC)cc(OC)cc3n2)CC1	-0.3	28	4	0.0
CCCCc1ccc(N=Cc2nc(-c3cccc4ccccc34)oc2O)cc1	7.7*	9	2	-0.1

High-throughput results as filed in PubChem BioAssay.
